# Assay outcomes (PubChem)
# PPARg SRC3 recr = promotes SRC-3 coactivator recruitment by human PPARgamma. P37231. biochemical PPARgamma/SRC-3 coactivator recruitment assay. activation, % at 8 µM. hit rate 0.26% among 200,000. AID 731; in the data active = activation above about 23%;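 also: 0% = DMSO and 100% = reference agonist; some compounds past the cut are filed as inactive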
# Target sequence (P37231 whole entry, looked up): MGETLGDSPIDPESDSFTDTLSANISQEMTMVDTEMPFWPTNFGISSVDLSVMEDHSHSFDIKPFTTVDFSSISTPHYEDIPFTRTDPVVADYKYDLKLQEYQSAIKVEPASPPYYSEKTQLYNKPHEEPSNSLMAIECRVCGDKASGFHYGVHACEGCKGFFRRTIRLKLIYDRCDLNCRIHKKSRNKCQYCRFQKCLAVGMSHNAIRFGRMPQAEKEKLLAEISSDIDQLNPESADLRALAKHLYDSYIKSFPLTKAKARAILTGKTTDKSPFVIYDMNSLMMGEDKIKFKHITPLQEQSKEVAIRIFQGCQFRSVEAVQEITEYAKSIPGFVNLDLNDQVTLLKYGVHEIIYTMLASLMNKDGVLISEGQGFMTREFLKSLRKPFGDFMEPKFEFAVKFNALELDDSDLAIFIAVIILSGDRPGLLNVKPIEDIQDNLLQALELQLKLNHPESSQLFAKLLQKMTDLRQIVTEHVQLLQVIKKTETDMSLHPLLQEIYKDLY
# PPARg SRC2 recr = promotes SRC-2 coactivator recruitment by human PPARgamma; AID 1032; hit rate 0.34% among 200,000; PPARgamma LBD-SRC-2 recruitment, biochemical; activation, % at 8 µM; P37231; in the data active = activation above about 22%;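 also: 0% = vehicle and 100% = reference agonist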
# RAM inhibit = inhibitors of the yeast RAM network | AID 868 | S. cerevisiae dse1pr::URA3 reporter, 5-FOA growth OD615, 2 d; analog-sensitive cbk1-as2 kinase mutant strain | inhibition, % at 50 µM | hit rate 1.8% among 190,000;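 active = inhibition above a set limit, 3 SD over mean compound inhibition, cut at about 8.4% in these data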;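 also: 0% = DMSO-only wells with no growth and 100% = 10 µM 1-NA-PP1 full growth; inhibition rescues growth on 5-FOA so higher OD means more RAM inhibition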
# ROMK primary = modulators of human ROMK potassium channel; P48048; Tet-inducible ROMK, thallium flux fluorescence; actives lie on both sides; B-score at 10 µM; hit rate 2% among 130,000;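 active = signal ratio slope over the read window, or its plate-corrected B-score, at least 3 SD from the plate mean, either direction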;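 also: B-score of the F/F0 ratio slope over 7 to 12 s after thallium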
# bIAP inh = intestinal alkaline phosphatase (bovine) inhibition; purified bovine IAP, CDP-star luminescence, 30 min; inhibition, % at 20 µM; 190,000 tested, under 10 active; AID 1019;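 active = over 50% inhibition of intestinal alkaline phosphatase at 20 µM in the single-dose screen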
#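 test system = bovine IAP enzyme | medium = DEA buffer 100 mM, pH 9.8, with MgCl2 1.0 mM, ZnCl2 0.02 mM | detection = luminescence | dosing = single compound dose of 20 µM, 2% DMSO final | incubation = 30 min reaction at room temperature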
# PPARg SRC-1 ag = promotes SRC-1 coactivator recruitment by human PPARgamma; PPARgamma-SRC-1 coactivator recruitment biochemical assay; hit rate 0.41% among 200,000; activation, % at 8 µM; P37231; in the data active = activation above about 19%;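 also: 0% = DMSO and 100% = reference agonist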
# S1P3 antag = blocks the human S1P3 receptor. CHO S1P3 NFAT-BLA reporter, FRET fluorescence, antagonist mode. inhibition, % at 4.98 µM. hit rate 0.27% among 170,000. AID 485;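 active = inhibition above the plate cutoff, the mean inhibition of test wells on that plate plus 3 SD, cut at about 28% in these data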;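 also: cells challenged with S1P at its EC80 of 0.8 µM; blue over green emission ratio from cleaved BLA substrate after 4 h stimulation; 0% = S1P-stimulated wells and 100% = unstimulated DMSO-only wells; some compounds past the cut are filed as inactive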
# Target sequence (Q99500 whole entry, looked up): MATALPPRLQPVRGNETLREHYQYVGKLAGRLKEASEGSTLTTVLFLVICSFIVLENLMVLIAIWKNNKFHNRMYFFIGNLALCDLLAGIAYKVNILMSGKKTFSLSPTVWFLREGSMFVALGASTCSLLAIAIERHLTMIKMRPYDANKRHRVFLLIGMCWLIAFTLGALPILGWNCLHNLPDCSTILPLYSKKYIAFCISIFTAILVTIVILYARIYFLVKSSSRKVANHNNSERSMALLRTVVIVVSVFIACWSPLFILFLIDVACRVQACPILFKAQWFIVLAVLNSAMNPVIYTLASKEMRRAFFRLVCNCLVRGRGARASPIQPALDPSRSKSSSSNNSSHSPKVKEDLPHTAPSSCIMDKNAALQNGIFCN
# Efa HMGR inh = blocks class II HMG-CoA reductase of Enterococcus faecalis. inhibition, % at 10 µM. purified E. faecalis HMGR, NADPH absorbance 340 nm kinetic. hit rate 0.41% among 190,000;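 active = inhibition above a set limit, the median over all tested compounds plus 3 SD, cut at about 9.5% in these data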;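 also: enzyme runs in reverse so mevalonate oxidation gives rising NADPH absorbance; 0% = complete reaction with DMSO and 100% = background rate lacking mevalonate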
# L major viab = inhibitors of Leishmania major promastigote growth; Leishmania major promastigotes, resazurin fluorescence viability; hit rate 9% among 200,000; inhibition, % at 10 µM; in the data active = inhibition above about 50%;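 also: promastigotes grown with compound for 44 hours at 28 °C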
# TR-FRET SRC-2 ct = flags TR-FRET format artefacts in PPARgamma SRC-2 recruitment agonist screen | TR-FRET artefact counter-screen; active compounds read high | TR-FRET ratio at 8 µM | hit rate 0.4% among 200,000 | AID 1049; in the data active = TR-FRET ratio above about 2000; also: inactives centre near 1500
# Redox H2O2 prof = compounds producing H2O2 with reducing agent – biochemical, NIH compound library profiling, artefact control for MLSCN library redox annotation, primary screen | AID 878 | hit rate 0.03% among 200,000 | activation, % at 10 µM | DTT-dependent redox cycling H2O2, phenol red/HRP absorbance; 100% = 100 µM peroxide control, 0% = buffer;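 active = activation of at least 50% relative to the plate's high and low controls in the primary single-dose screen; inactive = activation below 50%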;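 also: compound incubated with DTT at 0.8 mM final as the reducing agent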
# * hit, by the source's call; x = no result given. Rows are unselected; overall some 13% were active at least once.
SMILES,PPARg SRC3 recr,PPARg SRC2 recr,RAM inhibit,ROMK primary,bIAP inh,PPARg SRC-1 ag,S1P3 antag,Efa HMGR inh,L major viab,TR-FRET SRC-2 ct,Redox H2O2 prof
C/C(CC(=O)NCc1ccc(F)cc1)=N\NC(N)=S,0.5,3.4,0.8,0.203,-4.6,9.9,1.8,-4.7,-3.1,1768,-0.5
COc1ccc(CCn2c(C)cc(C(=O)CSc3nnnn3C)c2C)cc1,-3.8,2.5,0.9,x,0.1,-2.4,-3.3,-2.9,1.6,1549,2.5
O=C1c2ccccc2-c2nc3ccccc3n21,1.4,10.9,0.4,0.0287,x,5.9,-6.9,-3.9,-1.3,1659,-0.7
COc1ccc(C(=O)O)cc1NC(=S)NC(=O)c1ccc(-c2ccc(Cl)cc2)o1,-2.4,-0.5,2.2,0.612,-1.7,13.6,-17.3,-0.3,-5.5,1467,1.9
O=C(/C=N/O)Nc1ccccc1C(=O)O,11.9,-1.9,-0.1,x,12.5,7.3,-1.6,-0.3,-9.1,1683,1.3
CC(C)Oc1ccc(C(=O)N(CN2CCCC2=O)c2ccc(F)cc2)cc1,-0.2,1.6,1.4,x,4.4,0.8,-16.2,1.1,10.4,1532,-0.3
Cc1cc2n(n1)C(c1cccs1)Nc1ccccc1-2 (centres undefined),7.5,8.1,0.6,x,19.6,9.3,x,2.6,0.2,1798,-3.1
CC(=O)N1CCc2cc(S(=O)(=O)N3CCOCC3)ccc21,11.4,3.9,0.1,-0.195,13.3,4.3,x,-3.7,-2.7,1686,-0.1
Oc1ccccc1-c1nc2cnccn2c1Nc1ccc2c(c1)OCCO2,6.0,5.0,0.3,-1.71,28.5,1.5,x,-0.3,77.2*,1500,-0.4
Cc1ccccc1NC(=O)NCCc1c[nH]c2ccccc12,5.3,3.3,2.4,-0.984,-28.2,8.4,-8.6,-5.0,2.5,1516,6.8
CCCC(=O)OCC(=O)Nc1ccc2[nH]c(=O)[nH]c2c1,3.6,3.9,1.3,0.354,-14.1,2.1,-0.2,5.1,-0.2,1552,-1.1
COc1ccc(C(=O)NNc2ccccc2)cc1OC,8.5,9.6,-0.9,x,7.5,11.3,x,2.9,56.5*,1520,1.5
Cc1nsc2c1ccc1ccccc12,-1.7,-2.6,0.8,-1.29,-3.3,-1.6,-5.5,-5.8,9.6,1536,-0.6
O=c1c2ccccc2c2ccccc2c(=O)n1-c1ccccc1,-1.0,-3.1,3.7,-0.593,-18.3,-6.3,-2.3,-7.5,5.4,1463,-0.2
Cc1ccc(OCc2nc(C#N)c(N3CCCC3)o2)cc1,-10.0,-2.3,0.6,0.0113,2.0,-4.1,x,-1.3,26.8,1491,0.4
CCNc1ccc(S(=O)(=O)N(C)C)cc1NCC(=O)Nc1ccc(F)c(Cl)c1,-0.7,5.5,3.7,-2.39,2.2,6.7,-3.7,1.1,46.5,1729,0.1
Cc1ccc(NC(=O)c2cc(N3C(=O)C4CC=CCC4C3=O)ccc2N2CCCCC2)cc1 (centres undefined),-4.2,10.1,3.6,x,5.2,8.6,x,-7.6,0.1,1413,3.2
NC(=S)NNC(=O)C12CC3CC(CC(C3)C1)C2,0.6,3.5,-1.1,-0.304,1.5,-2.9,6.1,-6.0,-7.1,1434,-0.1
Cc1ccc(C(=O)NN(CCC#N)C2=NS(=O)(=O)c3ccccc32)cc1,-0.2,-1.2,0.4,-0.233,-0.7,1.0,-1.0,-5.6,-9.2,1662,0.8
CC1CCc2sc(C(=O)OCC(=O)NCc3ccccc3)cc2C1 (centres undefined),1.1,-2.0,0.4,x,-46.5,-2.8,4.9,-6.8,-6.7,1499,1.1
COC(=O)C1=C(C)N(C)C(=O)NC1c1cc2c(cc1[N+](=O)[O-])OCO2 (centres undefined),4.1,5.1,1.0,1.02,5.4,4.1,5.3,6.8,5.3,1443,-0.3
CN(CC(=O)Nc1nccs1)S(=O)(=O)c1ccc(F)cc1,-11.8,-12.6,2.3,x,5.1,2.2,11.0,-6.5,0.3,1540,2.4
O=C(NC(Cc1c[nH]c2ccccc12)c1nnc2n1CCCCC2)c1ccccc1Cl (centres undefined),5.8,-8.5,0.4,x,6.6,0.7,x,-2.5,-1.9,1239,2.0
O=C(NCc1cccs1)c1cc2c(s1)-c1ccccc1OC2,7.9,7.7,1.9,x,12.8,-4.9,7.1,1.2,-7.5,1632,-0.2
C/C(=N\OCC(=O)Nc1ccccc1Br)c1cccs1,-0.6,3.2,2.0,-0.539,1.8,-0.5,-1.6,-1.5,-3.2,1611,-0.1
# The list continues.
SMILES,PPARg SRC3 recr,PPARg SRC2 recr,RAM inhibit,ROMK primary,bIAP inh,PPARg SRC-1 ag,S1P3 antag,Efa HMGR inh,L major viab,TR-FRET SRC-2 ct,Redox H2O2 prof
Cc1ccc(Nc2nc(CSc3nnnn3C)cs2)cc1,2.9,9.5,2.0,x,31.3,10.5,-6.6,-2.0,6.1,1525,2.9
O=C(NNC(=O)c1ccco1)c1cccc([N+](=O)[O-])c1,5.7,0.4,0.2,-0.735,4.6,-1.2,x,0.7,-5.8,1462,-10.1
CCN(CC)C(=O)CSc1ncnc2c1nnn2-c1ccc(F)cc1,4.3,-4.6,2.8,-0.0774,0.3,-7.4,12.5,-0.6,34.6,1224,0.8
COc1ccc(NC(=O)CCc2nc(-c3ccccc3F)no2)cc1,-1.1,-5.5,0.3,-0.884,12.1,8.9,-25.3,-3.2,15.5,1407,-3.7
O=C(CNCc1ccco1)Nc1cc(S(=O)(=O)N2CCOCC2)ccc1N1CCCC1,3.3,-2.3,-0.3,0.689,-15.1,-0.9,-9.4,-5.1,-1.9,1592,0.4
O=C(CSc1ncnc2[nH]ncc12)Nc1cccc(Oc2ccccc2)c1,-3.7,-4.3,1.1,0.606,-1.6,5.0,-14.8,3.1,-1.6,1579,-2.6
O=C(O)C1=C(OCc2ccccc2)C(=O)NCC1,2.4,7.9,0.9,0.0687,-13.4,3.4,4.0,-4.5,-4.8,1759,-0.5
COc1ccc(N=C2S/C(=C\c3cc(C)n(C)c3C)C(=O)N2C)cc1,7.9,8.9,4.6,x,2.4,4.9,x,3.4,3.7,1616,-4.2
COc1cccc(NC(=O)Cn2c(-c3cncs3)nc3ccccc32)c1,-0.6,8.8,3.1,x,-58.6,1.4,2.0,1.0,-2.2,1639,-1.2
Cc1cc(C)cc(NS(=O)(=O)c2ccc3[nH]cc(C(=O)NCc4ccco4)c(=O)c3c2)c1,-4.0,-2.7,1.4,x,-5.6,-1.7,1.5,-1.9,-11.8,1481,1.6
C=CCSc1nnc2nc3c(nn12)c1cc(C)ccc1n3CC=C,9.4,10.6,4.4,-0.766,6.3,-0.6,-10.6,-1.9,26.3,1599,2.0
O=C(CSc1ncnc2ccccc12)Nc1ccc2c(c1)OCCO2,3.4,10.2,1.4,0.0077,-2.6,11.9,-9.7,0.0,10.1,1807,0.4
CCn1c(COc2ccc(Cl)cc2)nnc1SC1CCc2ccccc2C1=O (centres undefined),1.6,8.2,2.4,-0.627,21.6,5.9,-18.5,-0.1,-7.4,1772,-0.8
O=C(NNC(=O)C1CCN(S(=O)(=O)c2ccc(Cl)cc2)CC1)c1ccncc1,2.1,0.5,2.5,0.19,-9.9,-0.3,1.4,13.4*,-3.6,1479,-1.4
O=c1c2ccccc2nc(-c2ccco2)n1/N=C/c1ccccc1O,22.7,16.8,0.1,1.14,10.7,-0.4,x,-3.1,0.4,1814,-0.1
O=C1CCCc2[nH]c(-c3ccccc3)nc21,4.7,-5.7,-0.1,0,-13.0,-7.0,-6.1,2.9,9.5,1308,-0.9
COc1cc(OC)c(S(=O)(=O)NC(C)C)cc1S(=O)(=O)NC(C)C,-4.8,-9.8,-0.4,0.401,1.3,-5.4,0.1,4.8,-5.2,1568,0.8
Cc1cccc(NC(=O)c2cc3ccccc3o2)c1,8.9,7.3,-0.8,0.314,-6.4,9.8,8.0,-0.5,-1.7,1653,-0.9
CCOC(=O)c1ccccc1NC(=O)CSc1nc(N)cc(N)n1,13.8,11.9,0.1,-0.446,-2.8,-6.6,x,0.1,4.6,1557,0.1
CCCn1nnnc1SCC(=O)Nc1ccc(F)cc1,3.2,0.9,0.3,x,25.2,2.0,-34.5,1.6,-0.1,1639,2.9
Cc1ccccc1NC(=S)NCC1CCN(C(C)c2ccccc2)C1 (centres undefined),-0.7,-2.8,1.1,-1.44,6.6,-4.7,0.2,-0.9,76.3*,1305,0.7
CN(C)c1ccc(NC(=O)C(=O)NCCOc2ccccc2)cc1,9.5,5.8,2.2,-0.101,-2.5,13.9,-7.6,2.9,-1.9,1917,-0.2
COC(=O)CC1=NN(c2ccccc2)C(=O)/C1=C\c1ccc(OC)cc1,2.1,5.0,9.5*,0.877,5.1,3.8,9.1,4.0,22.3,1494,-0.2
CN(C)c1nc(N2CCOCC2)nc(N(c2ccccc2)c2ccccc2)n1,1.2,2.1,1.5,-0.174,-3.4,-2.4,8.3,-1.0,1.6,1643,0.7
COCCn1c(SCC(=O)NCc2ccco2)nc2cccnc21,-9.1,7.7,0.6,x,3.2,3.1,-27.0,0.8,18.9,1598,3.2
# (further entries)
SMILES,PPARg SRC3 recr,PPARg SRC2 recr,RAM inhibit,ROMK primary,bIAP inh,PPARg SRC-1 ag,S1P3 antag,Efa HMGR inh,L major viab,TR-FRET SRC-2 ct,Redox H2O2 prof
Cc1c(Cl)cccc1-n1c(SCC(=O)NCc2cccs2)nnc1-c1ccncc1,7.0,-6.2,-1.3,x,3.3,1.2,x,-6.4,40.4,1538,0.5
Cc1oc(C(=O)O)cc1CSCc1cc(C(=O)O)c(C)o1,10.4,-0.5,1.5,x,1.0,2.5,-47.4,-4.3,-6.7,1541,2.5
Cc1c(-c2ccn[nH]2)cc(NC(=O)c2ccc(Cl)cc2)c(=O)n1N,5.4,2.2,1.8,0.131,-15.3,10.3,-12.1,-4.1,-3.1,1679,-0.7
CN1CCN(/N=C/c2ccc(-c3ccc([N+](=O)[O-])cc3Cl)o2)CC1,8.1,12.3,-0.5,-3.85*,25.8,16.9,54.1*,-2.9,18.5,1756,1.8
O=C(NCCOC(=O)c1ccc(C(=O)OCCNC(=O)c2cccnc2)s1)c1cccnc1,-7.4,-1.3,-1.1,x,-1.7,-5.2,x,1.6,-1.5,1496,0.2
Cc1ccnc(NS(=O)(=O)c2ccc(N3C(=O)Nc4ccccc4N3O)cc2)c1,4.3,1.6,2.9,0.187,-4.1,7.9,-0.4,3.7,-1.2,1668,-0.5
CCc1ccc(NC(=O)Cn2c3[n+](c4c(F)c(F)ccc42)CCCCC3)cc1,1.5,7.4,-1.2,-0.373,-7.4,-1.5,7.6,-2.6,5.7,1733,-0.1
